Assay outcomes (PubChem)
ARNT-TACC3 inh = ARNT/TACC3 interaction disruption; AlphaScreen His-ARNT PAS-B/GST-TACC3 binding, luminescence; TACC3 fragment carries E629A point mutation; inhibition, % at 9.99 µM; Q9Y6A5; 390,000 tested, 0.66% active;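 active means mean inhibition of replicates at least 50% and at least half of replicates each reaching 50%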;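 further: 0% = complete ARNT plus TACC3 wells and 100% = ARNT alone without TACC3; many hits fall short of the cut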
Cneo AK release = Cryptococcus neoformans lysis via adenylate kinase release; 360,000 tested, 0.2% active; lysis activity, % at 15 µM; C. neoformans lysis, adenylate kinase release luminescence, 4 h; normalised: neutral wells 0, clomiphene wells 100;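 active means mean lysis activity across replicates of at least 80%, whatever share of replicates individually reach that level; inactive means mean lysis activity below 80%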
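Schedule: static 4 h at 37 °C with compound, 1 h detection; system: C. neoformans cells; benchmarks: Clomiphene as positive control; buffer or medium: fresh YPD medium; measure: luminescence rise reflecting yeast cell lysis; measured by: luminescent adenylate kinase detection reagent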
PAX8 inh HTS = PAX8 transcriptional activity inhibition | RMG-I TPO-luciferase reporter, SteadyGlo, 24 h | inhibition, % at 12.6 µM | 360,000 tested, 1.2% active;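 active means mean replicate inhibition at least 60% with every replicate also reaching 60%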;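 further: luciferase light reporting Pax8 driven TPO promoter activity; plate controls were median of neutral control wells for no effect and mitoxantrone controls for full effect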
PglD DTNB = blocks C. jejuni PglD acetyltransferase activity; purified PglD enzyme, DTNB colorimetric CoA detection; inhibition, % at 12.5 µM; 360,000 tested, 0.098% active; AID 602405; in the data active means inhibition above about 16%, passing the limit was not always enough; further: strong numbers were not always called active
LGR2 antag = inhibitors of bursicon-induced Drosophila LGR2 receptor cAMP signaling. inhibition, % at 9.99 µM. HEK293 LGR2, CRE-luciferase, bursicon-stimulated, 4 h. 380,000 tested, 0.35% active. AID 720647;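 active means drop in luminescence signal, shown as inhibition above about 50% in the replicate tests, limit read from the data, passing the limit was not always enough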;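 further: agonist challenge used bursicon conditioned medium at about half maximal strength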
C2C12 statin = suppression of simvastatin myotoxicity; C2C12 myotubes + simvastatin, ATP luminescence, 48 h; scaled: DMSO 0, geranylgeraniol control 100; rescue of ATP level, % at 7.49 µM; 330,000 tested, 0.78% active; AID 602340;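 active means mean ATP rescue above about 67%, or every replicate alone reaching that limit, limit read from the data, passing the limit was not always enough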;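 further: myotubes were challenged with 10 µM simvastatin during compound exposure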
GSIS activator = primary screen for activators of insulin secretion dependent on glucose, INS-1E cells, GLuc reporter luminescence; INS-1E GLuc reporter insulin secretion, 2-3 h; 370,000 tested, 0.61% active; AID 743287; activation, % at 16.6 µM;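 active means lowest replicate activation of at least 40%, so every replicate reaches that level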;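 further: 0% = median of neutral control wells and 100% = median of IBMX positive control wells; some compounds called inactive have numbers as strong as hits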
PGC1a acetyl inh = PGC1a acetylation modulation, inhibitor mode. U2OS PGC1a acetylation, AlphaScreen anti-acetyl-lysine; with virally co-expressed GCN5 acetyltransferase. inhibition, % at 15.6 µM. 350,000 tested, 0.17% active;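 active means every replicate shows inhibition of at least 40%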;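 further: 0% = neutral control wells and 100% = positive control wells; some results beyond the cut were filed as inactive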
Numbers without * were called inactive; · = no result given.

mol	ARNT-TACC3 inh	Cneo AK release	PAX8 inh HTS	PglD DTNB	LGR2 antag	C2C12 statin	GSIS activator	PGC1a acetyl inh
CCOC(=O)CSc1cc(C(F)(F)F)nc(-c2ccccn2)n1	-4	1	·	-1	1	5	24	·
CCOc1ccccc1C(=O)NCC(=O)N1CCC(C)CC1	13	1	-35	0	-6	6	-7	2
CN(C)CCCNC(=O)C[C@H]1CC[C@H](NS(=O)(=O)c2ccc(F)cc2)[C@@H](CO)O1	-1	5	-7	4	-9	-1	-4	3
Clc1ccc(CN2CCSCC2)c(Cl)c1	-4	-2	-20	6	11	1	-3	·
CC(C)(C)NCC(=Cc1ccccc1)C(=O)c1ccccc1	-3	·	74*	·	72*	·	-14	·
CCOc1ccc(NC(=S)N(CCOC)C(C)c2ccco2)cc1 (stereo not given)	0	3	3	1	-1	-13	-1	-9
CCN(CC)S(=O)(=O)c1cc(NC(=O)c2cc([N+](=O)[O-])ccc2N2CCOCC2)ccc1C	8	4	-2	0	0	-21	-4	·
CN(Cc1ccccc1N1CCCC1)C(=O)c1cc2cc(Cl)ccc2o1	·	-2	4	-1	-15	1	-19	5
O=C(NCc1cccnc1)c1ccc(Cl)c(S(=O)(=O)N2CCCCCC2)c1	-6	1	10	-4	17	-13	-4	-1
CC12CCC(C(=O)N(CSC(=S)N/N=C\c3ccccc3)C1=O)C2(C)C (stereo not given)	·	0	-11	-2	·	-42	·	17
CCCCn1nc(C(=O)Nc2nc3c(s2)CCCC3)c2ccccc2c1=O	2	·	5	·	-6	·	6	·
Cn1c(N)c(C(=O)COC(=O)CCCOc2ccc(Cl)cc2Cl)c(=O)n(C)c1=O	-3	·	13	·	6	·	0	17
Cc1ccc(-c2nc3s/c(=C\c4ccco4)c(=O)n3n2)cc1	-7	-1	·	-5	·	-6	·	-6
CCOC(=O)CNc1ccc(C(=O)OCC)cc1[N+](=O)[O-]	2	·	7	·	6	·	13	·
CCOc1ccc(C(C)(C)C)cc1S(=O)(=O)n1nc(C)cc1C	-1	-2	-8	-5	·	-3	·	-6

One compound at a time, from the list above. Order of screens: ARNT-TACC3 inh, Cneo AK release, PAX8 inh HTS, PglD DTNB, LGR2 antag, C2C12 statin, GSIS activator, PGC1a acetyl inh
Profile of CCOc1ccccc1C(=O)NCC(=O)N1CCC(C)CC1 → 13, 1, -35, 0, -6, 6, -7, 2
Profile of CCN(CC)S(=O)(=O)c1cc(NC(=O)c2cc([N+](=O)[O-])ccc2N2CCOCC2)ccc1C → 8, 4, -2, 0, 0, -21, -4, ·

Next part
mol	ARNT-TACC3 inh	Cneo AK release	PAX8 inh HTS	PglD DTNB	LGR2 antag	C2C12 statin	GSIS activator	PGC1a acetyl inh
O=C(NCc1cccs1)c1ccccc1F	-1	4	·	8	·	6	·	31
CCc1ccccc1NC(=O)CSc1n[nH]c(-c2cccnc2)n1	-84	·	-2	·	5	0	-7	-6
O=S(=O)(c1ccc(SCc2ccc(Br)cc2)nc1)N1CCCCC1	-3	1	-4	0	1	3	-2	-4
CCCc1cc(=O)n2nc(N3CCC(C(=O)Nc4c(F)c(F)c(F)c(F)c4F)CC3)sc2n1	-2	6	-1	-5	-20	32	7	-8
CCn1c2ccccc2c2cc(C3C(C#N)=C(N)Oc4n[nH]c(COC)c43)ccc21 (stereo not given)	5	-5	·	-2	·	-38	·	8
CCCCn1c(-c2ccc(F)c(F)c2)nc2cc3[nH]c(=O)c(C(C)C)nc3cc21	13	-8	9	-1	·	13	·	9
NS(=O)(=O)c1ccc(CNC(=O)c2cc(=O)c3cc(Cl)ccc3o2)cc1	-2	4	0	0	-10	8	·	-1
Oc1c(N=Nc2ccccc2)sc2ccccc12	13	·	-11	·	-12	10	6	13
C[C@@H]1CCCCO[C@@H](CN(C)S(C)(=O)=O)[C@H](C)CN([C@@H](C)CO)C(=O)c2cc(NC(=O)Nc3ccc(F)cc3)ccc2O1	9	4	-1	-2	4	·	1	5
O=C(NCCc1ccccc1)C1CCCN(S(=O)(=O)c2cccnc2)C1 (stereo not given)	-14	8	16	2	·	2	·	24
COc1ccccc1Nc1ccc(C(=O)NCc2cccs2)cn1	·	1	-13	8	30	1	7	3
Cc1nc2ccccc2c(=O)n1CCc1ccc(O)cc1	-1	-2	7	7	-1	-8	14	6
Cc1cnc(C)c(Nc2nc(C(N)c3ccccc3)cs2)n1 (stereo not given)	·	-13	11	6	-1	-8	·	-4
O=C(C[C@H]1C=C[C@@H](NC(=O)Nc2ccc(C(F)(F)F)cc2)[C@H](CO)O1)NCc1ccccn1	-4	13	-15	0	-2	-4	20	-12
CC1CC(C)(C)NC(=S)N1CC(=O)NCc1ccc2c(c1)OCO2 (stereo not given)	2	·	-3	·	-18	·	7	·
COc1ccc(C2/C=C\CN(C(=O)Nc3ccc(C(F)(F)F)cc3)CC(=O)N2Cc2ccc(F)cc2)cc1 (stereo not given)	0	-8	·	-5	·	-56	·	·
CO[C@@H]1CN(C)C(=O)c2ccc(NC(=O)C3CC3)cc2OC[C@H](C)N(C(=O)c2ccccc2)C[C@H]1C	-7	-1	1	2	7	-3	3	3
COCCCn1c(SCC(=O)OC2CCCCC2)nnc1-c1ccco1	-10	·	·	·	14	·	-42	5
COCC(=O)Nc1ccc2c(c1)C(=O)N(C)C[C@H](OC)[C@@H](C)CN(Cc1ccccc1F)[C@H](C)CO2	-6	1	-6	0	-7	-9	-12	-5
Cc1ccccc1N(C)S(=O)(=O)c1nnc(NC(=O)c2ccccc2F)s1	-1	2	-23	-3	-2	7	11	·
Cc1cc(C)c(S(=O)(=O)n2nc(C)c(Br)c2C)c(C)c1	-3	-1	·	0	-3	·	7	4
N#CC1(NC(=O)CN2c3cccc4cccc(c34)S2(=O)=O)CCCCC1	-6	-3	6	-2	-7	-1	9	-6
COc1ccc(S(=O)(=O)N(C)C[C@H]2OCCCC[C@@H](C)Oc3ccc(NC(=O)NC(C)C)cc3C(=O)N([C@@H](C)CO)C[C@H]2C)cc1	2	4	3	2	-28	·	-26	-14
CN(C)c1ccc(C(=O)Nc2cc(C(F)(F)F)ccc2-n2cncn2)cc1	-2	1	·	1	·	-28	·	8
COCCNC(=O)CSc1cc(-c2ccccc2)c2ccc(OC)cc2n1	-1	·	-1	·	12	·	-41	-11
Cc1ccccc1-c1ccc2c(c1)O[C@H](CN(C)C(=O)c1ccccn1)[C@@H](C)CN([C@@H](C)CO)S2(=O)=O	-11	-1	11	-4	6	-21	-10	-2
C[C@@H]1CN([C@H](C)CO)C(=O)Cc2cc(NC(=O)CCN3CCOCC3)ccc2O[C@H]1CN(C)C(=O)Nc1ccccc1	-8	-1	10	1	-13	4	19	2
Cc1noc(C)c1S(=O)(=O)Nc1ccc2c(c1)C(=O)N([C@@H](C)CO)C[C@H](C)[C@H](CN(C)C(=O)Nc1ccc(F)cc1)O2	·	·	22	·	3	-22	7	1
COC(=O)/C=C/c1ccc2c(c1)S(=O)(=O)N(Cc1ccc(OC)cc1)[C@H]2CC(=O)OC	·	1	5	1	-1	-13	3	·
Cc1ccc(-n2c(=O)c3c4c(sc3n3c(=S)[nH]nc23)CCC4)cc1	-6	0	-10	-2	·	6	·	-25
CCOC(=O)C1=CN(CC)S(=O)(=O)NC1c1cccc(OC)c1 (stereo not given)	-1	2	12	4	4	-2	14	4
O=C(Nc1cccc(S(=O)(=O)N2CCCCC2)c1)c1cc2ccccc2o1	2	-2	-10	0	0	-3	-10	-14
CSc1cccc(-n2cc(-c3ccc4c(c3)OCO4)[nH]c2=O)c1	-3	-7	·	-6	·	-14	·	-18
Cc1cccc(Oc2ccccc2NC(=O)CSCC(=O)Nc2cc(C)on2)c1	1	4	17	-3	1	10	-24	·
CCN(CC)CCCNC(=O)c1cc2c(Cl)nc3ccccc3c2s1	14	·	3	·	-17	·	31	·
O=S(=O)(/N=C/c1c(O)ccc2ccccc12)c1ccccc1	-17	-1	18	-2	2	5	-6	2
C[C@@H]1CN([C@H](C)CO)C(=O)Cc2cc(NC(=O)c3ccncc3)ccc2O[C@@H]1CN(C)C	-7	-2	-7	-7	-28	8	12	-1
C#CNC(=O)C1(CC=C)CCNCC1	-9	0	-11	-3	-5	100*	2	4
COCC(=O)N(C)C[C@@H]1Oc2cc(C#CCC3CCCC3)ccc2S(=O)(=O)N([C@@H](C)CO)C[C@H]1C	-29	7	71*	1	-6	9	-2	3
COC(=O)c1ccccc1NC(=O)Cn1cnc([N+](=O)[O-])c1	-3	0	20	1	6	3	19	-13
Cc1ccc(/C=C/C(=O)OCC(=O)NCc2cccs2)o1	-3	1	7	0	11	-6	-26	-8
CO[C@@H](CN(C)C(=O)c1ccc2c(c1)OCO2)[C@@H](C)CN([C@H](C)CO)S(=O)(=O)c1ccc(C)cc1	-4	10	·	-1	22	9	-3	-8
O=C(NC(=S)N1CCc2ccccc21)c1ccco1	-7	·	-1	·	12	·	-14	·
C[C@@H]1CN([C@@H](C)CO)C(=O)c2cc(NC(=O)c3ccccc3)ccc2O[C@@H](C)CCCCO[C@@H]1CN(C)CC1CCCCC1	12	3	4	5	22	·	-5	0
Cc1ccc(C(=O)NCC(=O)N2CCN(c3ccccc3O)CC2)s1	·	0	9	0	-2	6	-17	·
CC(C)(C)NC(=O)CN(C(=O)CSc1nnc(COc2ccccc2)o1)c1cccc(F)c1	-4	0	·	-3	-1	17	-22	-18
CN(Cc1cnccn1)C(=O)c1cc(COc2cccc(C(F)(F)F)c2)on1	-1	-1	-80	3	-12	·	-1	-5
CCc1ncc(C)nc1CC	-24	-1	·	1	-17	-14	4	-4
CSc1ccc(S(=O)(=O)NCCCn2ccnc2)cc1	1	3	2	-1	-11	-4	5	-3
Cn1c(SCC(=O)NC2CCCCC2)nnc1-c1ccccc1O	1	4	1	-1	11	·	20	·
COc1ccc(/C=N/N2CCN(c3ccc(Cl)cc3)CC2)cc1	-5	-2	-9	-1	2	8	5	-2
O=C(C[C@H]1CC[C@H](NC(=O)CC2CC2)[C@@H](CO)O1)NCc1ccc(Cl)cc1	-8	54	12	-3	-2	8	-4	-7
C=CCN1C(c2ccc(Br)cc2)=CS/C1=C(/C#N)c1nnc(N2CCOCC2)n1-c1ccccc1	-1	·	17	·	5	·	-15	·
O=[N+]([O-])c1ccc(C=NN2CCOCC2)s1	·	15	-13	0	5	-4	-12	0
CCc1sc(C(=O)NC(C)C2CCCO2)cc1Br (stereo not given)	-5	2	-7	-2	-5	6	5	·
C[C@@H]1CN([C@H](C)CO)C(=O)c2cc(NS(=O)(=O)c3cn(C)cn3)ccc2O[C@@H]1CN(C)CC1CC1	·	0	-4	7	10	7	8	-3
CC(=O)c1cccc(NC(=O)C(C)OC(=O)CN2C(=O)NC(C)(C)C2=O)c1 (stereo not given)	-1	-1	0	4	10	-7	12	6
COc1ccc(N2CCN(CC(O)COCc3ccccc3)CC2)cc1 (stereo not given)	3	2	3	-1	7	1	3	-2
O=C(NC1CCCc2ccccc21)c1ccc(=O)[nH]c1 (stereo not given)	26	0	·	-2	-1	2	15	10
Cc1ccc(Cl)cc1-c1cc(C(=O)NCc2cccc(Cl)c2)[nH]n1	·	-1	-11	-2	11	2	-12	-18
CC1CCC(O)(C(C(=O)O)c2ccccc2)CC1 (stereo not given)	0	-5	·	-3	7	1	-1	1
NC(=O)C1CC(O)CN1c1nc(CN2CCOCC2)nc2scc(-c3ccccc3)c12 (stereo not given)	-1	0	-5	2	·	3	·	-1

Compounds were not picked by outcome; 2.9% or so of the library scored in one or more.
